High-throughput results from PubChem BioAssay.
KCNK9 block – blocks the human KCNK9 two-pore domain potassium channel; Q9NPC2; 1.2% of 310,000 active; HEK293 KCNK9, FluxOR thallium flux fluorescence; hits give low values; B-score at 10 µM;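 active = ratio B-score over 3 SD below the library mean, with starting fluorescence within 5 SD of its mean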;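 also: negative B-score means less thallium flux so channel inhibition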
Target sequence (Q9NPC2 whole entry, looked up, the tested form may be a part): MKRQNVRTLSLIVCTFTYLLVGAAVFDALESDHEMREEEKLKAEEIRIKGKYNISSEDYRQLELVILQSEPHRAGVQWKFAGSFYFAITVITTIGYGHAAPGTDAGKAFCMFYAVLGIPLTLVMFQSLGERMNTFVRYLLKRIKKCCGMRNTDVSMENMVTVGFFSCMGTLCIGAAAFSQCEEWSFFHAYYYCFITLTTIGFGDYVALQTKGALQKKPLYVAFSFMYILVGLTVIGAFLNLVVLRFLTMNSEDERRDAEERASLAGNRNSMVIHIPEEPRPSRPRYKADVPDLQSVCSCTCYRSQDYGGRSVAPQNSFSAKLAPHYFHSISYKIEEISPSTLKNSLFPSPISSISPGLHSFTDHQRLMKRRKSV
KCNQ1 act – potentiators or activators of human KCNQ1 potassium channel; B-score at 10 µM; AID 2648; 0.35% of 310,000 active; CHO-K1 KCNQ1, thallium flux FluxOR fluorescence; hits give high values; P51787;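 active = fluorescence ratio B-score, a plate-corrected score, at least three library SD, with initial intensity B-score within 5 SD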
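System: CHO-K1 cells stably expressing KCNQ1 / Medium: assay buffer for compound exposure, DMSO matched across wells / Reagent: thallium- and potassium-containing depolarizing buffer / Compound: one concentration, matched DMSO / Incubation: 20 min compound pretreatment at room temperature / Measured by: kinetic FluxOR fluorescence, 10 s baseline plus 110 s post-stimulus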
Dyrk1A ADPGlo – blocks rat Dyrk1A kinase activity. 0.43% of 310,000 active. ADP-Glo luminescence, NFATc1 peptide. AID 504441. inhibition, % at 12.5 µM. Q63470; in the data active = inhibition above about 50%;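 also: plate controls were vehicle with enzyme for no effect and no enzyme for full effect; many of its hits are not listed in these tables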
RGS4 inh – inhibitors of human RGS4; B-score at 10 µM; 0.45% of 310,000 active; AID 463165; P49798; HEK293 M3R/RGS4 inducible, Fluo-4 calcium flux; hits give high values; triggered by carbachol at its EC20;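 active = B-score, a plate-corrected calcium signal, over three deviations above library mean, with baseline fluorescence within five deviations of library mean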;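 also: RGS4 expression induced by doxycycline in cells with stable M3 receptor; B-score is computed from the integrated fluorescence ratio over baseline after carbachol; higher B-score means a larger calcium signal and so more RGS4 inhibition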
Target sequence (P49798 whole entry, looked up): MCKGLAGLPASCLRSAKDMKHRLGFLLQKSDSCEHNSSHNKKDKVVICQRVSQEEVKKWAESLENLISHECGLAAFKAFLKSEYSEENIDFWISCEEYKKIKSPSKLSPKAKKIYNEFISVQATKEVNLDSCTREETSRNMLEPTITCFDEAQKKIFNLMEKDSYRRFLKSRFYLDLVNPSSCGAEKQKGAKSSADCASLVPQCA
KCNQ1 block – inhibitors of human KCNQ1 potassium channel | P51787 | CHO-K1 KCNQ1, FluxOR thallium flux fluorescence; hits give high values | B-score at 10 µM | 1.3% of 310,000 active | AID 2642;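 active = compounds whose thallium flux B-score, printed positive for inhibition, exceeds three library SD while starting fluorescence stays within three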;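 also: channel opened by potassium depolarization with thallium stimulus after 20 min compound exposure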
PolyA inhibitor – blocks polyadenylation in yeast reporter cells. 0.02% of 300,000 active. S. cerevisiae SKY197-pL101 polyadenylation reporter, beta-gal luminescence; efflux-impaired pdr1/pdr3 knockout yeast; score 100 = 6 SD above DMSO. calls only at 12 µM. AID 1875;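 active = lowest replicate activity score at least 50, where 100 means six control SD above control mean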;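 also: yeast exposed to compound for 9 h at 30 °C; higher score means more reporter readthrough which indicates perturbed polyadenylation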
GSK3B inh – inhibitors of human GSK3beta kinase | P49841 | GST-GSK3beta kinase, ADP-Glo luminescence, 60 min; hits give low values | activity score (negative = inhibition), % at 10 µM | 0.038% of 300,000 active | AID 2097;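 active = more than half of replicate wells score below -50%, meaning over 50% inhibition versus plate controls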;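 also: 0% = median DMSO wells and -100% = median GW8510 positive control wells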
Target sequence (P49841 whole entry, looked up): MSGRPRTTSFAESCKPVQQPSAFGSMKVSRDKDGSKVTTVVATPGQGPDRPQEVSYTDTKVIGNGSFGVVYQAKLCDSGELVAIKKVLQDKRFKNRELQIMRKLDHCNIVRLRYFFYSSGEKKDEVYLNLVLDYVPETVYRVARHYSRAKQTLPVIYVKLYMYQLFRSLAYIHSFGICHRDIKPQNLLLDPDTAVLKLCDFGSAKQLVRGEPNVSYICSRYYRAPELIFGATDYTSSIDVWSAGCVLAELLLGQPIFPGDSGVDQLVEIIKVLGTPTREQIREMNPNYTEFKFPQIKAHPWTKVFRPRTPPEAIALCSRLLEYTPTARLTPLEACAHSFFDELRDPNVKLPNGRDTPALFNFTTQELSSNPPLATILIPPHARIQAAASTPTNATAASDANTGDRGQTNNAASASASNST
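Test system: GST-tagged human GSK3beta kinase, cell-free; evaluation: activity score scaled between in-plate DMSO and GW8510 controls; measured by: ADP-Glo luminescence; incubation: 60 min reaction, RT; benchmarks: DMSO and 20 µM GW8510; reagent: peptide substrate plus 25 µM ATP (final); medium: Tris/MgCl2 kinase buffer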
RGS4 pot – potentiators or activators of RGS4; HEK293 M3R/inducible RGS4, carbachol calcium flux Fluo4; hits give low values; B-score at 10 µM; 0.92% of 310,000 active; AID 463111;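 active = B-score of the integrated calcium signal more than 4 SD below the library mean, with starting fluorescence not abnormally high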;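 also: negative B-score means reduced calcium response which marks RGS4 activation or potentiation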
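test system = HEK293 cells with stable M3R and inducible RGS4 | schedule = recording 10 s baseline at 1 Hz, 100 s post-agonist | technique = Fluo4-AM (2 µM) calcium-flux fluorescence, kinetic read | measure = Agonist-evoked peak-minus-minimum fluorescence over baseline, integrated ratio, B score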
GSK3 alpha inh – blocks human GSK-3 alpha kinase. AID 2650. 0.1% of 320,000 active. ADP-Glo luminescence, 60 min. inhibition, % at 10 µM;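 in the data active = inhibition above about 50%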;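 also: GST-tagged GSK-3 alpha with peptide substrate and 25 µM ATP; 0% = DMSO neutral wells and 100% = GW8510 positive control wells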
hERG protect – compounds protecting human hERG from proarrhythmic drug block. Q12809. AID 1511. activation (rescue from dofetilide block), less the hit threshold, % at 10 µM. 0.51% of 310,000 active. CHO-hERG, FluxOR thallium flux, dofetilide IC70 present;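 active = activation above the mean of controls blocked by dofetilide plus 5 SD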;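 also: thallium influx through hERG after potassium depolarization seen as dye fluorescence rise; in these data hits start at about 4.7%; inactives centre near -7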
KCNK3 block – human KCNK3 channel inhibition, primary screen | 0.84% of 340,000 active | CHO-KCNK3 thallium flux, FluxOR fluorescence; hits give low values | B-score at 10 µM;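 active = B-score under library mean minus 4 SD, starting fluorescence ratio at most library mean plus 5 SD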;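 also: more negative B-score means stronger inhibition of thallium flux through KCNK3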
Starred values were filed as active, the others as inactive; i = inactive; . = no result given. These rows are one share of the data; rates above refer to the full screens.

SMILES | KCNK9 block | KCNQ1 act | Dyrk1A ADPGlo | RGS4 inh | KCNQ1 block | PolyA inhibitor | GSK3B inh | RGS4 pot | GSK3 alpha inh | hERG protect | KCNK3 block
Cc1cc(C)cc(NCC(=O)Nc2c(C)cccc2C)c1 | i | i | -3 | i | i | i | 2 | i | -4 | -11 | i
NS(=O)(=O)c1ccc(CCNC(=O)c2ccco2)cc1 | i | i | -4 | i | i | i | 0 | i | 3 | -8 | i
CCCn1c(O)c(N=NC(=O)c2ccco2)c2ccccc21 | i | i | -5 | i | i | i | 4 | i | 2 | 60* | i
O[C@@H]1CN(Cc2ccccc2Cl)CC[C@H]1N1CCOCC1 | i | i | 14 | i | i | i | 0 | i | -1 | -8 | i
CN(CC(=O)Nc1ccc(S(=O)(=O)N(C)C)cc1)Cc1ccc(C(F)(F)F)cc1 | i | i | . | i | i | i | 1 | i | -1 | 0 | i
COc1ccc(-n2nnnc2-c2cccc(OC)c2)cc1 | i | i | 2 | i | i | i | -1 | i | 1 | -7 | i
CCC(Cc1ccccc1)NC(=O)Cn1cccc1C(=O)c1ccccc1 (stereo not drawn) | i | i | 3 | i | i | i | 3 | i | 0 | -10 | i
COc1ccc(NC(=O)C2CCC(CNS(=O)(=O)c3cccs3)CC2)cc1OC (stereo not drawn) | i | i | -3 | i | i | i | 0 | i | -1 | 1 | i
Cc1ccc(N=Nc2ccc(O)c(/C=N\NC(=O)c3ccc(N)cc3)c2)cc1C | i | i | 3 | i | i | i | -2 | i | 0 | -9 | i
Cc1ccc(C)c(S(=O)(=O)NCC(c2ccco2)N2CCc3ccccc3C2)c1 (stereo not drawn) | -11* | i | 10 | i | i | i | 0 | i | -7 | -8 | i
O=C(CSc1ncnc2c1nnn2Cc1ccc(F)cc1)NCC1CCCO1 (stereo not drawn) | i | i | -2 | i | i | i | -2 | i | -1 | -9 | i
Cc1ccc(N(C(=O)c2sc(C)nc2C)C(C(=O)NCc2ccco2)c2ccccc2)cc1 (stereo not drawn) | i | i | 1 | i | i | i | 3 | i | 0 | -5 | i
COC(=O)c1ccc(Oc2nc(N(C)C)nc(N3CCOCC3)n2)cc1 | i | i | -6 | i | i | i | 3 | i | 2 | 2 | i
O=[n+]1c2c(n([O-])c3c1CCCC3)CCCC2 | i | i | -3 | i | i | i | 0 | i | 0 | -7 | i
Cc1nnc(SC(C)C(=O)Nc2c(C)n(C)n(-c3ccccc3)c2=O)n1N (stereo not drawn) | i | i | -8 | i | i | i | 0 | i | -1 | -16 | i
COc1ccc(C)cc1NC(=O)CCNS(=O)(=O)c1ccc2c(c1)CCC(=O)N2 | i | i | -3 | i | i | i | 2 | i | -2 | -7 | i
O=C(CSCc1ccccc1)N1CCN(C(=O)c2ccco2)CC1 | i | i | -2 | i | i | i | 4 | i | -1 | -3 | i
COc1ccc2[nH]c(C(=O)Nc3ccccc3Cl)cc2c1 | i | i | . | i | i | i | 3 | i | 2 | -8 | .
C=CCn1c(SCC(=O)OC)nc2sc3c(c2c1=O)CCN(C)C3 | i | i | . | i | i | i | -5 | i | 3 | -8 | .
C[C@]12CC[C@@H]3c4ccc(O)cc4CC[C@H]3[C@@H]1CC[C@@H]2OC(=O)CCC(=O)O | i | i | 13 | i | i | i | 4 | i | 2 | -2 | i
CC1COc2ccccc2N1S(=O)(=O)c1ccccc1 (stereo not drawn) | i | i | 1 | i | i | i | 1 | i | -1 | -7 | i
CC(C)(C)NC(=O)CCc1nnc(Cc2c[nH]c3ccccc23)o1 | i | i | 2 | i | i | i | 6 | i | 0 | -7 | i
CC1=C(C(=O)N2CCCC(CCC(=O)NCc3ccccc3F)C2)OCCO1 (stereo not drawn) | i | i | -2 | i | i | i | 0 | i | 6 | -7 | i
Cc1noc(C)c1COC(=O)c1ccc(F)c(S(=O)(=O)N2CCCCC2)c1 | i | i | -3 | i | i | i | 0 | i | -3 | -7 | i
COc1ccc(NC(=O)C(c2cc3c(cc2[N+](=O)[O-])OCO3)N2CCN(C=O)CC2)cc1 (stereo not drawn) | i | i | 6 | i | i | i | -2 | i | 1 | -15 | i
CCC(C)c1ccccc1NC(=O)C(C)OC(=O)CN1C(=O)NC(C)(C)C1=O (stereo not drawn) | i | i | . | i | i | i | -1 | i | -4 | -6 | i
COc1cc(/C=N\NC(=O)c2ccc(Cn3nc([N+](=O)[O-])c(Cl)c3C)o2)ccc1O | i | i | -5 | i | i | i | 3 | i | 0 | -10 | i
O=C1CCCN1CC1CCCN(Cc2nc(COc3ccccc3)no2)C1 (stereo not drawn) | i | i | -2 | i | i | i | 4 | i | 0 | -12 | i
CC(C)(C)Nc1ncnc2c1cnn2-c1ccccc1 | i | i | 6 | i | i | i | 0 | i | -1 | -15 | i
CCNc1nc(NCC)nc(N(C#N)CCOc2ccccc2)n1 | i | i | -54 | i | i | i | 2 | i | -1 | -13 | i
CCOc1ccc(-n2c(Cc3cc(=O)[nH]c(=O)[nH]3)nnc2SCC(=O)OC)cc1 | i | i | -2 | i | i | i | 3 | i | 1 | -11 | i
CC1CCc2c(sc(/N=C/c3cccnc3)c2C(N)=O)C1 (stereo not drawn) | i | i | . | i | i | i | 2 | i | 11 | -6 | i
O=S(=O)(c1ccc(N2CCN(CCO)CC2)nc1)N1CCOCC1 | i | i | 3 | i | i | i | -1 | i | 7 | -7 | i
CCCCC(=O)O[C@H]1CC[C@H]2[C@@H]3CCc4cc(O)ccc4[C@H]3CC[C@]12C | i | i | 5 | i | 6* | i | 2 | i | -2 | -5 | i
COc1ccc(C2CC(=O)C3=C(C2)Nc2ccccc2N(C(=O)C2CC2)C3c2cccnc2)cc1OC (stereo not drawn) | i | i | -9 | i | i | i | 1 | i | -2 | -11 | i
O=C(CCC(=O)N(CC(=O)NC1CCCC1)c1cccc(F)c1)Nc1nccs1 | i | i | -5 | i | i | i | -2 | i | -2 | -11 | i
COc1ccc(NC(=O)CSc2ncnc3c2sc2ccccc23)c(OC)c1 | i | i | 2 | i | i | i | 1 | i | -5 | -7 | i
CCOC(=O)c1ccc(NC(=O)CCn2c(=O)oc3ccccc32)cc1 | i | i | -2 | i | i | i | -3 | i | 0 | -13 | i
C=CCn1c(N)c(C(=O)OC(C)CC)c2nc3ccccc3nc21 (stereo not drawn) | i | i | -3 | i | i | i | 1 | i | . | -10 | i
CCN(CC)C(=O)Cn1c(=O)n(CCCC(=O)NCc2ccccc2)c(=O)c2sccc21 | i | i | -3 | i | i | i | 4 | i | -1 | -15 | i
O=C(CN(C(=O)c1cccc([N+](=O)[O-])c1)C1CCCCC1)Nc1ccc(Cl)c([N+](=O)[O-])c1 | i | i | -1 | i | i | i | -3 | i | 0 | -4 | i
CN(C)S(=O)(=O)c1cccn1-c1ncc(C(F)(F)F)cc1Cl | i | i | 0 | i | i | i | 0 | i | 1 | -9 | i
CC(C)c1cccc(O)c(=O)c1 | i | i | 16 | i | i | i | 2 | i | -2 | 1 | i
CCCCOC(=O)CCc1c(C)[nH]c(=O)c(C#N)c1C | i | i | -2 | i | i | i | 0 | i | -2 | -6 | i
CC(C)OC(=O)C1C2C=CC3(CN(C(C)c4ccc(Br)cc4)C(=O)C13)O2 (stereo not drawn) | i | i | -8 | i | i | i | 2 | i | . | -5 | i
c1ccc(-c2nn3c(Cn4cnc5ccccc54)nnc3s2)cc1 | i | i | 32 | i | i | i | -1 | i | 3 | -8 | i
Nc1ncnc(Oc2cccc(C(F)(F)F)c2)c1[N+](=O)[O-] | i | i | . | i | i | i | 2 | i | 3 | -7 | i
Cc1ccccc1Cn1c(=O)[nH]c2ccccc21 | i | i | -4 | i | i | i | 2 | i | -3 | -5 | i
O=C(NCCCO)c1cc2c([nH]c3ccccc32)c(-c2ccccc2)n1 | i | i | 4 | i | i | i | 2 | i | 1 | -10 | i
Cc1cc(NC(=O)CCC(=O)N(Cc2cccs2)C(C(=O)NC2CCCC2)c2cccnc2)no1 (stereo not drawn) | i | i | 4 | i | i | i | -3 | i | -2 | -15 | i
CCOc1ccc(S(=O)(=O)Nc2cccc(Cl)c2)cc1 | i | i | -6 | i | i | i | 6 | i | -1 | -16 | i
CCCCCCn1c(CN2CCCCC2C)nc2c1c(=O)n(C)c(=O)n2C (stereo not drawn) | i | i | -2 | i | i | i | 2 | i | 0 | -13 | i
Cc1ccc(S(=O)(=O)NCC(=O)N2CCOCCOCCOCCOCC2)cc1 | i | i | -2 | i | i | i | -2 | i | -1 | -2 | i
CN(Cc1ccccc1)c1ncc(C=O)s1 | i | i | -6 | i | i | i | -1 | i | . | -12 | i
N#Cc1cccc(NC(=O)CNC(=O)Cc2ccccc2)c1 | i | i | -1 | i | i | i | 1 | i | -1 | -7 | i
S=c1[nH]ccn1-c1cccc(Cl)c1Cl | i | i | -66 | i | i | i | -6 | i | -1 | -8 | i
O=C(Nc1ccc2c(c1)Cc1ccccc1-2)c1cccnc1 | i | i | 8 | i | i | i | 0 | i | 1 | -25 | i
O=C(OCCN1CCN(C2=NS(=O)(=O)c3ccccc32)CC1)c1ccccc1F | i | i | 5 | i | i | i | -3 | i | 3 | -8 | i
CN(C(=O)CSc1nnc(-c2ccncc2)n1-c1ccccc1)C1CCS(=O)(=O)C1 (stereo not drawn) | i | i | -6 | i | i | i | -1 | i | -1 | -5 | i
CC(C)Cc1cc(C(=O)Nc2c(F)cc(F)cc2Br)no1 | i | i | -1 | i | i | i | 2 | i | -1 | -5 | i
